Tb MetRS inh – T. brucei MetRS inhibitors, primary screen, biochemical, luminescence; inhibition, % at 11.9 µM; purified T. brucei MetRS, ATP depletion, Kinase-Glo luminescence; AID 624268, 2012; methionyl-tRNA synthetase (Trypanosoma brucei brucei); hit rate 0.4% among 360,000;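 active = inhibition above a per-plate cutoff of the control wells' mean inhibition plus 3 SD, cut at about 5.5% in these data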;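 note: 0% = DMSO wells median and 100% = median of wells with control inhibitor compound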
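Test system – parasite MetRS enzyme · Reagent – substrates ATP, L-methionine and bulk Escherichia coli tRNA · Doses – 11.9 µM compound single dose, 0.9% DMSO · Times – 15 min enzyme-compound preincubation, 2 h reaction, 10 min detection, 25 °C · Signal – Kinase-Glo luminescence, ATP depletion format · Controls – DMSO-only wells as low control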
bovine MsrA act – bovine MsrA enzyme activators, primary screen, biochemical, absorbance, HTS; Methionine sulfoxide reductase A (Bos taurus); purified bovine MsrA, absorbance read-out; activation, % at 10.6 µM; hit rate 0.3% among 360,000; in the data active = activation above about 7.5%;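 note: 0% = vehicle and 100% = reference activator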
LMPTP inh – LMPTP phosphatase inhibitors, primary screen, biochemical, fluorescence intensity, uHTS; recombinant LMPTP-A, OMFP fluorogenic substrate; inhibition, % at 20 µM; hit rate 0.22% among 360,000;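 active = compounds that cut the enzyme signal by at least half of the control window in the single-dose screen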;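 note: plate controls were DMSO wells with enzyme plus substrate for no effect and substrate without enzyme for full effect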
Target sequence (P24666 whole entry, looked up): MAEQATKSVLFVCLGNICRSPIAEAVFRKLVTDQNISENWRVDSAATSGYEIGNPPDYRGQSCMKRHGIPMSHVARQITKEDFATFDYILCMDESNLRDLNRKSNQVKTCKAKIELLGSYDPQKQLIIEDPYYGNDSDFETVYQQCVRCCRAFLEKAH
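test system = LMPTP-A | amount = 0.625 nM LMPTP-A final | reagent = fluorogenic phosphatase substrate OMFP at 400 µM final | incubation = 50 min at room temperature | benchmarks = no-enzyme low control, uninhibited high control | medium = Bis-Tris pH 6.0, DTT, detergent | signal = fluorescence intensity of OMFP turnover product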
STEP block – STEP phosphatase inhibitors, primary screen, biochemical, fluorescence intensity, uHTS | Tyrosine-protein phosphatase non-receptor type 5 (Homo sapiens), P54829 | recombinant STEP, OMFP fluorogenic substrate | hit rate 0.25% among 360,000 | AID 588621, 2011 | inhibition, % at 20 µM;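 active = inhibition at 20 µM, scaled per plate between control wells, above about 37%, limit read from the data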;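 note: 0% = DMSO with enzyme and substrate and 100% = substrate only without enzyme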
Target sequence (P54829 whole entry, looked up): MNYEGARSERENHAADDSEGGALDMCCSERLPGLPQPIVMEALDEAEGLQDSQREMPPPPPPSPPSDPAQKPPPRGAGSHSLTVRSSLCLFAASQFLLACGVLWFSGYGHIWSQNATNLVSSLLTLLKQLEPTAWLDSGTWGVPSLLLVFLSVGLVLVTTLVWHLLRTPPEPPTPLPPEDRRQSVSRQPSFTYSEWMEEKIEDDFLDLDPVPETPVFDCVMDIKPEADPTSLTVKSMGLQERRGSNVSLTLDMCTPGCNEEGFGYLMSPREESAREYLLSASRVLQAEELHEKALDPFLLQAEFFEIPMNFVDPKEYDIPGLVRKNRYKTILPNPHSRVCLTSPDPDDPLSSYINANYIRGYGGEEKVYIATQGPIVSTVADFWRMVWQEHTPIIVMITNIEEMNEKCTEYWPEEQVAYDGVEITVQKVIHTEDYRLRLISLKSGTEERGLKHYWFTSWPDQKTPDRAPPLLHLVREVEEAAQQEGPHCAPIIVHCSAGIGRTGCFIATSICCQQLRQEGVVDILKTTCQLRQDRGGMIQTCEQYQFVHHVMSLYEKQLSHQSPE
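material = STEP tyrosine phosphatase | reagent = fluorogenic phosphatase substrate OMFP at 25 µM final | doses = single compound dose of 20 µM, 1% DMSO final | schedule = 20 min reaction, room temperature, in the dark | measured by = fluorescence, 480/540 nm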
SUMO1 PPI mod – modulators of SUMO1 protein-protein interactions, primary screen, biochemical, uHTS | Small ubiquitin-related modifier 1 (Homo sapiens), P63165 | SUMO1 binding to a labelled peptide, TR-FRET, 1 h | inhibition, % at 20 µM | hit rate 0.33% among 360,000 | AID 602429, 2012; in the data active = inhibition above about 37%
Target sequence (P63165 whole entry, looked up): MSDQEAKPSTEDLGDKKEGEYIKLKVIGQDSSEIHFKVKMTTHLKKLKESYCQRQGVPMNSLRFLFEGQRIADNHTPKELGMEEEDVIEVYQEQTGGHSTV
NRP1-CendR mod – modulators of CendR peptide binding to NRP-1, primary screen, biochemical, fluorescence polarization, uHTS. AID 602438, 2012. hit rate 0.85% among 360,000. inhibition, % at 25 µM. FAM-RPARPAR peptide binding to NRP-1. Neuropilin-1 (Homo sapiens), O14786;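 active = inhibition or corrected inhibition above about 18%, plus a signal ratio from 0.5 to 1.5, limit read from the data, passing the limit was not always enough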; note: strong numbers were not always called active
Scp-1 inhibitor – Scp-1 phosphatase inhibitors, primary screen, biochemical, colorimetric, uHTS; Recombinant Scp1, phosphopeptide, malachite green phosphate absorbance; hit rate 0.88% among 340,000; Carboxy-terminal domain RNA polymerase II polypeptide A small phosphatase 1 (Homo …; inhibition, % at 20 µM; AID 493091, 2011;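 active = inhibition above about 50% at 20 µM, limit read from the data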;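 note: plate controls were DMSO wells with enzyme for no effect and wells lacking enzyme for full effect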
Target sequence (Q9GZU7 76-261 limits assumed): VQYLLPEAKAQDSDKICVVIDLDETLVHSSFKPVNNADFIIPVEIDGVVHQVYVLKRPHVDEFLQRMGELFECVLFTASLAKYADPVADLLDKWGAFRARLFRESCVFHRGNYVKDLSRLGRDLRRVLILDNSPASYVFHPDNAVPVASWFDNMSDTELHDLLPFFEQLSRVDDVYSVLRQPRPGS
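assay system = SCP-1 phosphatase catalytic domain, residues 76-261 | buffer or medium = 50 mM Tris acetate pH 5.5, 0.005% Tween-20, 10 mM MgCl2 | incubation = enzyme reaction 45 min at room temperature, colour 5 min, stabilisation 30 min | signal = Phosphate-binding colour reagent, absorbance read at 630 nm | measure = % inhibition at 20 µM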
DNMT1 block – human DNMT1 methyltransferase inhibitors, primary screen, biochemical, molecular beacon, fluorescence, HinP1I cleavage, uHTS | inhibition (reported as % activation of signal), % at 10 µM | hit rate 0.83% among 360,000; in the data active = inhibition above about 50%
MsrA inh – bovine MsrA enzyme inhibitors, primary screen, biochemical, absorbance, HTS. Methionine sulfoxide reductase A (Bos taurus). purified bovine MsrA, absorbance read-out. inhibition, % at 15.5 µM. hit rate 0.75% among 360,000. AID 651718, 2012; in the data active = inhibition above about 4.5%;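 note: 0% = vehicle wells with enzyme and 100% = reference inhibitor wells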
eLon inh – inhibitors of E. coli Lon protease, primary screen, biochemical, fluorescence polarization; P0A9M0; purified E. coli Lon protease; inhibition, % at 7.94 µM; hit rate 0.42% among 360,000; AID 602123, 2011; in the data active = inhibition above about 13%, passing the limit was not always enough;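 note: 0% = enzyme with probe and DMSO and 100% = no enzyme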
* hit, by the source's call; / = not tested or not shown.

nr	Tb MetRS inh	bovine MsrA act	LMPTP inh	STEP block	SUMO1 PPI mod	NRP1-CendR mod	Scp-1 inhibitor	DNMT1 block	MsrA inh	eLon inh	canonical_smiles
1	-0.4	-7.3	0.7	0.0	1.9	0.7	3.5	1.1	1.0	1.8	CC(=O)C1=C(C)Nc2ncnn2C1c1cccc(OCc2ccccc2)c1 (centres undefined)
2	-0.1	-1.5	-2.2	-1.5	-17.9	12.7	-3.9	3.5	1.7	9.8	Cc1cc(C(=O)OCC(=O)NC2CC2)ccc1[N+](=O)[O-]
3	-0.4	-4.7	1.8	2.6	1.7	-1.6	12.1	-15.9	3.6	-0.8	COc1cc(OC)c(C=NNC(=S)NC23CC4CC(CC(C4)C2)C3)c(OC)c1
4	0.9	-4.8	-0.2	-2.0	0.9	-6.3	-5.6	1.2	0.0	-6.3	Cn1c(COc2ccccc2)nnc1SCc1nc2ccccc2[nH]1
5	-0.6	-2.7	-0.3	2.7	-15.8	6.3	-7.1	9.7	1.8	-8.0	O=C1S/C(=C/c2ccccc2F)C(=O)N1CCN=C1NS(=O)(=O)c2ccccc21
6	-0.3	2.0	-0.4	-2.0	2.4	-3.3	2.4	2.2	0.4	1.1	Cc1cccc(-n2c(C)c(-c3ccccc3)[nH]c2=S)c1
7	-0.4	-3.1	2.7	2.0	-5.8	28.9*	-14.3	-7.0	-0.1	-5.0	O=C(c1ccc(-c2cccc(Cl)c2)o1)N1CCN(c2ccc([N+](=O)[O-])cc2)CC1
8	0.1	-2.1	0.4	-1.6	-2.0	3.3	-4.3	-1.2	-0.6	8.1	Fc1ccccc1Cc1noc(CN2CCN(C/C=C/c3ccccc3)CC2)n1
9	-0.2	-2.7	0.2	-1.1	0.2	4.0	-8.6	-5.4	0.3	-6.4	CN(Cc1ccc(OC(F)F)cc1)C(=O)C1CCN(S(=O)(=O)c2ccc3c(c2)OCCO3)CC1
10	-1.1	-11.7	-3.6	0.1	6.0	7.7	-2.0	6.0	-0.3	3.4	CCOc1ccc(CNn2cnnc2)cc1
11	-0.9	-4.7	-1.9	-0.3	-1.2	0.3	-11.0	-1.0	-1.3	0.8	COc1ccc(S(=O)(=O)N2CCC(C(=O)NCC3CCCO3)CC2)cc1OC (centres undefined)
12	-1.2	-4.2	0.1	-2.5	0.1	-10.0	-1.1	0.7	0.6	-9.7	COc1ccc(C2CC(C(F)(F)F)n3ncc(C(=O)NCc4cccnc4)c3N2)cc1OC (centres undefined)

Shown with two lines to a compound: entries from further up.
Below each SMILES: Tb MetRS inh | bovine MsrA act | LMPTP inh | STEP block | SUMO1 PPI mod | NRP1-CendR mod | Scp-1 inhibitor | DNMT1 block | MsrA inh | eLon inh
#1 CC(=O)C1=C(C)Nc2ncnn2C1c1cccc(OCc2ccccc2)c1 (centres undefined)
    -0.4 | -7.3 | 0.7 | 0.0 | 1.9 | 0.7 | 3.5 | 1.1 | 1.0 | 1.8
#2 Cc1cc(C(=O)OCC(=O)NC2CC2)ccc1[N+](=O)[O-]
    -0.1 | -1.5 | -2.2 | -1.5 | -17.9 | 12.7 | -3.9 | 3.5 | 1.7 | 9.8
#3 COc1cc(OC)c(C=NNC(=S)NC23CC4CC(CC(C4)C2)C3)c(OC)c1
    -0.4 | -4.7 | 1.8 | 2.6 | 1.7 | -1.6 | 12.1 | -15.9 | 3.6 | -0.8
#4 Cn1c(COc2ccccc2)nnc1SCc1nc2ccccc2[nH]1
    0.9 | -4.8 | -0.2 | -2.0 | 0.9 | -6.3 | -5.6 | 1.2 | 0.0 | -6.3

New compounds follow.
nr	Tb MetRS inh	bovine MsrA act	LMPTP inh	STEP block	SUMO1 PPI mod	NRP1-CendR mod	Scp-1 inhibitor	DNMT1 block	MsrA inh	eLon inh	canonical_smiles
13	-0.8	-6.6	1.0	5.7	-5.8	-36.7	0.9	-3.6	0.9	-32.9	COc1ccc(C(=O)/C=C/Nc2ccc(S(=O)(=O)Nc3cc(OC)nc(OC)n3)cc2)c(OC)c1
14	1.7	-2.6	0.0	0.4	-1.4	1.8	-3.0	-1.8	-0.3	7.3	O=C(NCCNC(=O)c1cccc(O)c1)c1cccc(O)c1
15	-0.1	-1.2	-1.4	-1.5	-5.7	1.9	/	3.2	-0.5	7.7	O=C(NCCCn1cccn1)c1cc(COc2ccccc2)on1
16	-0.6	2.4	-1.9	2.9	-8.2	-30.3	-7.2	-7.5	2.0	-10.6	COc1ccc(CCNC(=O)CC2Nc3cc(C)c(C)cc3NC2=O)cc1OC (centres undefined)
17	-0.8	-4.4	1.1	15.3	2.4	2.0	-8.5	-9.4	-0.3	0.2	CS(=O)(=O)N1CCc2cc(-c3csc(NC(=O)Cc4cccs4)n3)ccc21
18	-0.4	-1.6	-1.1	-0.3	9.5	3.2	-1.8	-0.5	0.7	-3.4	O=S(=O)(c1ccc(N2CCCC2)nc1)N1CCOCC1
19	-0.2	-2.0	-1.0	1.1	-29.2	7.7	-7.3	0.2	1.9	-9.3	O=C(N/N=C/c1cc2c(c([N+](=O)[O-])c1)OCO2)c1ccncc1
20	-0.2	-3.7	0.5	-1.0	-4.1	-6.2	/	-8.0	0.5	-5.7	O=C1CCN(CCCN2CCC(=O)N(Cc3ccccc3)C2=S)C(=S)N1Cc1ccccc1
21	-0.5	-1.0	-1.3	2.8	1.4	-1.7	-6.9	0.7	0.0	-11.2	COc1ccc(NC(=O)CS(=O)CC(=O)NC2CCCc3ccccc32)cc1 (centres undefined)
22	-0.2	-0.9	0.6	-3.2	8.5	3.8	-3.5	-2.0	0.8	4.3	COc1ccc(NC(=O)c2nnn(CC(=O)Nc3ccc4c(c3)OCO4)c2N)cc1OC
23	-0.6	-7.8	1.7	1.0	-2.8	-9.4	-5.7	-3.7	-0.2	-4.4	COc1ccc(NC(=O)NC23CC4(C)CC(C)(CC(C)(C4)C2)C3)cc1OC
24	-0.3	-3.6	-2.1	0.6	-3.0	-5.0	-4.4	2.6	-0.9	6.3	CC(NC(=O)C1CCCC1)C1CC2CCC1C2 (centres undefined)

nr	Tb MetRS inh	bovine MsrA act	LMPTP inh	STEP block	SUMO1 PPI mod	NRP1-CendR mod	Scp-1 inhibitor	DNMT1 block	MsrA inh	eLon inh	canonical_smiles
25	-0.3	-1.8	-0.3	-3.7	6.2	-2.1	-9.6	0.5	1.6	-0.8	CC(C)Sc1nnc(NC(=O)CCc2ccccc2)s1
26	-0.2	0.8	-2.7	-0.1	-1.8	-6.9	-8.4	-3.9	0.4	-6.5	O=C(Nc1nccs1)Oc1ccccc1
27	0.1	-1.6	3.1	0.2	-1.7	-0.3	2.7	-3.4	-0.7	3.4	COc1cc(S(=O)(=O)N2CCN(c3ccc(F)cc3)CC2)ccc1Cl
28	0.0	-3.2	0.8	-4.0	0.8	-12.0	-11.0	-3.3	1.7	-1.6	Nn1cnnc1SCC(=O)N(C1CCCCC1)C1CCCCC1
29	-0.8	-5.5	-2.5	-0.2	0.9	2.0	-11.2	3.9	1.6	2.9	CCOC(=O)CN1C(=O)C(O)=C(C(C)=O)C1c1ccccc1 (centres undefined)
30	0.1	2.2	-0.5	0.5	4.3	-7.3	-4.9	3.2	-0.9	-10.5	Cc1ccnc2nc(C(=O)OCC(=O)N3CC(C)CC(C)C3)nn12 (centres undefined)
31	-1.1	-6.7	7.3	0.6	-18.8	3.5	10.4	3.6	-0.5	4.8	Cc1cc(C)c2c(c1)c1nnc(SCCN3CCCCC3)nc1n2C
32	-0.9	-12.2	-0.3	1.2	-0.9	-5.3	4.9	1.9	1.0	1.1	CCN(C(=O)c1cc(Cl)ccc1OC)C1CCCCC1
33	-0.4	1.5	-0.3	3.5	0.0	-0.3	-4.7	0.9	0.1	3.2	O=C(CNC(=O)c1ccc(F)cc1)NCc1ccc(S(=O)(=O)N2CCOCC2)cc1
34	-0.3	-1.0	37.5	6.0	-3.5	1.9	-2.8	20.5	0.5	1.9	COCc1cc(C)nc(SCC(=O)Nc2cccc3cccnc23)c1C#N
35	0.2	1.4	2.3	-4.3	0.5	-3.4	-11.0	-11.2	-0.4	2.1	COc1ccc(Cl)cc1NC(=S)NCCc1c[nH]c2ccccc12
36	-0.3	-5.2	0.1	1.7	-10.8	-3.8	-9.1	-4.0	0.0	-0.8	CCc1[nH]nc2c1C(c1ccc(C)o1)C(C#N)=C(N)O2 (centres undefined)

nr	Tb MetRS inh	bovine MsrA act	LMPTP inh	STEP block	SUMO1 PPI mod	NRP1-CendR mod	Scp-1 inhibitor	DNMT1 block	MsrA inh	eLon inh	canonical_smiles
37	-0.2	4.2	0.2	-2.0	2.8	2.1	-8.6	-3.0	-0.1	-2.2	CCOc1ccc(NC(=O)Nc2ccccc2SC)cc1
38	-1.0	-3.7	-0.4	-2.6	0.4	-1.2	0.4	-0.9	-0.6	0.8	CC(C)(C)OCC(NC(=O)C(CC(N)=O)NC(=O)OC(C)(C)C)C(=O)OC(C)(C)C (centres undefined)
39	0.1	-2.4	0.0	0.9	10.5	19.1	-0.4	-0.9	-0.7	-12.7	O=C(COc1coc(CN2CCN(c3ccccc3)CC2)cc1=O)NC1CCCC1
40	0.0	-0.4	-1.6	-0.2	1.9	2.9	-2.0	1.5	0.7	-1.5	Cc1cc(C)c(NC(=O)CSc2nc(=O)n(CCN3CCOCC3)c3c2CCC3)c(C)c1
41	-0.4	0.9	0.4	-1.1	-5.3	13.0	-0.2	1.2	0.7	1.5	CCO[C@@H]1OC(C(=O)N2CCOCC2)=C[C@H](c2ccc(C(F)(F)F)cc2)[C@H]1CCCO
42	-0.1	-6.3	-0.5	0.2	5.2	-11.3	-3.1	0.9	-0.5	-2.4	COc1cc2c(cc1OC)n(CC(=O)NC1CCCCCC1)n1c(C)cc(=O)nc21
